ASAP1 GAP inh = inhibitors of human ASAP1 ArfGAP activity. ASAP1-stimulated ARF1 GTP hydrolysis, GDP FP detection. actives 0.19% (n = 360,000). inhibition, % at 16.5 µM. Q9ULH1; in the data active = inhibition above about 25%;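 note: 0% = vehicle with enzyme and substrate and 100% = no enzyme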
DDE Tn7 FP inh = DD(E)-Tn7 binding inhibition, primary FP screen; P02675; FP displacement of FITC-Tn7 peptide from fibrin DD(E); 0% = median of compound wells per plate; inhibition, % at 8.3 µM; actives 0.13% (n = 370,000);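 active = inhibition above the mean of compounds falling within the control limits plus 3 SD of them, cut at about 14% in these data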;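 note: 0% = plate median of compound wells and 100% = 10 µM Aha-Tn7 peptide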
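System: human fibrin DD(E); quantity: Fibrin-DD(E) at 2 µM final; also added: fluorescent Tn7 probe at 0.1 µM; compound dosing: single nominal test concentration of 8.3 µM per compound; schedule: 10 min preincubation, 3 h with tracer, room temperature; detection: fluorescence polarization of the labelled Tn7 tracer; repeats: one replicate per compound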
ADAM10 inh = inhibits human ADAM10 | O14672 | recombinant ADAM10, EDANS/DABCYL FRET peptide cleavage, 3 h | inhibition, % at 7 µM | actives 0.62% (n = 370,000) | AID 720582;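 active = inhibition above a per-campaign cutoff equal to the mean of compounds falling between control-based bounds plus 3 SD, cut at about 20% in these data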;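 note: 0% = DMSO wells while the 100% control is not disclosed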
TDP2 inh = TDP2 (human) inhibition, absorbance primary screen; inhibition, % at 12.8 µM; O95551; actives 0.34% (n = 370,000); recombinant TDP2, T5PNP hydrolysis, p-nitrophenol absorbance 415 nm;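 active = inhibition above the mean of all tested compounds plus 3 SD, set per campaign, cut at about 25% in these data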;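 note: 0% = DMSO with enzyme and 100% = buffer with substrate but no TDP2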
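Test system: human TDP2 enzyme; Input: 120 nM TDP2 per well; Buffer or medium: Mg2+-containing Tris-HCl buffer, pH 7.5; Reagent: 5 mM T5PNP; Dosing: 12.8 µM single point, 1% DMSO; Incubation: reaction 2 h, 37 °C; Detection: p-Nitrophenol epi absorbance; Read-out: % inhibition relative to enzyme-containing and enzyme-free wells; Replicates: single well per compound.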
PLCb3 inh = PLC-beta3 (human) inhibition, primary screen | inhibition, % at 12.2 µM | actives 0.18% (n = 370,000) | Purified PLC-beta3, fluorogenic substrate, fluorescence | AID 720704; in the data active = inhibition above about 11%;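 note: 0% = median of compound wells on plate and 100% = full blocker control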
DDE Tn6 FP inh = DD(E)-Tn6 binding inhibition, primary FP screen; actives 0.21% (n = 370,000); Fibrin DD(E) TRITC-Tn6 fluorescence polarization displacement; P02675; inhibition, % at 8.3 µM; AID 720509;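 active = inhibition above a per-campaign cutoff: mean of compounds within control limits plus 3 SD, cut at about 15% in these data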;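 note: 0% = median of all compound wells on the plate and 100% = blocking peptide control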
ARFGAP1 inh = inhibits rat ARF GTPase activating protein 1; Q62848; Arfgap1-stimulated ARF1 GTP hydrolysis, GDP FP detection; inhibition, % at 16.5 µM; actives 0.26% (n = 360,000);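 active = inhibition above a per-plate limit, mean inhibition of low control wells plus 3 SD, cut at about 25% in these data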;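 note: 0% = DMSO wells with enzyme and 100% = wells lacking Arfgap1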
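Replicates: Single well per compound | Assay system: Truncated rat Arfgap1 GAP domain | Control set: No-Arfgap1 wells (100%) versus DMSO full-reaction wells (0%) | Times: Enzyme reaction 120 min at 25 °C after 20 min preincubation | Reagent: Human ARF1(Δ1-17)-GTP substrate | Measured by: Tracer-displacement fluorescence polarization with EDTA stop, 620/688 nm | Measure: Percent inhibition of Arfgap1-stimulated GTP hydrolysis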
SIAE inh = human SIAE inhibition, primary screen; Q9HAT2; actives 0.69% (n = 370,000); SIAE FP-Rh probe binding, fluorescence polarization; AID 1053197; inhibition, % at 9.66 µM;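 active = inhibition above a cutoff: mean of compounds within the control limits plus 3 SD of those, cut at about 17% in these data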;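 note: 0% = plate median of compound wells and 100% = probe without SIAE protein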
Target sequence (Q9HAT2 whole entry, looked up): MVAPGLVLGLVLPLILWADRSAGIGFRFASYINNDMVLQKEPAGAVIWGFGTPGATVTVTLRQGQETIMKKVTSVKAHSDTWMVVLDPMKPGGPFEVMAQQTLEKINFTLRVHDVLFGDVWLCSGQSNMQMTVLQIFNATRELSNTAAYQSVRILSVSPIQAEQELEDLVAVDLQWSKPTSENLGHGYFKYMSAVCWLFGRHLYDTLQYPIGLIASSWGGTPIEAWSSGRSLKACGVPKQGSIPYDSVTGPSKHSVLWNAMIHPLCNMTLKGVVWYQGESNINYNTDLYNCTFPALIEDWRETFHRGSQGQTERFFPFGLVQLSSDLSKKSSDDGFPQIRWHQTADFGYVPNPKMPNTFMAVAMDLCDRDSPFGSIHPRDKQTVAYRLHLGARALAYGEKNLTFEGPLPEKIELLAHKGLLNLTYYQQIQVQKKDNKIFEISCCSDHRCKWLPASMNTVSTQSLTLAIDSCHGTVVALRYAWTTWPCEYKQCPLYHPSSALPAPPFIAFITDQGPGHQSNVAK
PLCg1 inh = inhibitors of human phospholipase C gamma1. P19174. purified PLC-gamma1, fluorogenic substrate, fluorescence. inhibition, % at 12.2 µM. actives 0.84% (n = 370,000); in the data active = inhibition above about 9.5%
ADAM17 inh = inhibits human ADAM17 | P78536 | recombinant ADAM17, EDANS/DABCYL FRET peptide cleavage | AID 720648 | actives 0.83% (n = 370,000) | inhibition, % at 6.95 µM;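 active = inhibition above the mean of compounds lying between control limits plus 3 SD, set per campaign, cut at about 8.5% in these data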;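 note: 0% = DMSO-only wells as the low control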
Target sequence (P78536 215-824 limits assumed): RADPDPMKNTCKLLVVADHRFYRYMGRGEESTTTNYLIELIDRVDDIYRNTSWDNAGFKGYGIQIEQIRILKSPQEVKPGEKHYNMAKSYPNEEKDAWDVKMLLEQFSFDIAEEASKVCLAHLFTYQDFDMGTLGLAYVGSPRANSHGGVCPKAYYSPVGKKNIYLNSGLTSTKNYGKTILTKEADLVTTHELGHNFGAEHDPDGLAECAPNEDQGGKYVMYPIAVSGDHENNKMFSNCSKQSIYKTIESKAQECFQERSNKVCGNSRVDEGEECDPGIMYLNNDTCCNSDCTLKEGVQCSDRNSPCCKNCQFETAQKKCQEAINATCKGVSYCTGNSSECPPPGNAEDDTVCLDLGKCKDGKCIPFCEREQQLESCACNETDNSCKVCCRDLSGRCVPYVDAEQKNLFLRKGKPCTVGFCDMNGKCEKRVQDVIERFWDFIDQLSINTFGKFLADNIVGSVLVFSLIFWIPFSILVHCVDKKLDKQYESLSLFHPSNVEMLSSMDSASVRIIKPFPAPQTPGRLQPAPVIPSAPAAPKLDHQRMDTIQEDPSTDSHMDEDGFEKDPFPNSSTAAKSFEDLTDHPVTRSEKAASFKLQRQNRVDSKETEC
Active calls of the source: *; i = inactive; / = no result given.

Each structure is followed by: ASAP1 GAP inh	DDE Tn7 FP inh	ADAM10 inh	TDP2 inh	PLCb3 inh	DDE Tn6 FP inh	ARFGAP1 inh	SIAE inh	PLCg1 inh	ADAM17 inh
Cc1ccccc1NC(=O)c1cc(-c2ccccc2)n(CCCN2CCOCC2)c1C
 : -0.3	0.8	-35.5	2.8	-13.2	5.2	-3.1	-1.1	-5.4	-12.7
COc1ccc(CCn2c(O)c(C=NCc3cccnc3)c(=O)[nH]c2=O)cc1OC
 : -5.7	-4.0	-2.9	5.9	2.4	-8.8	-3.3	-3.8	1.1	-2.4
NC(=O)OCCCc1ccccc1
 : -4.8	4.6	-0.1	-9.2	0.2	-11.9	1.8	-5.5	11.2*	-5.2
O=[N+]([O-])c1ccc(NCc2ccc(Cl)cc2)c2ccncc12
 : 14.2	-0.8	6.9	2.7	-8.0	-2.8	-0.5	-4.5	-0.1	2.6
CCOc1cc(C=C2C(=O)NC(=O)NC2=O)ccc1OCC(=O)N1CCOCC1
 : -14.0	3.2	-18.9	12.1	-13.8	-1.6	-0.6	-0.1	-15.8	-9.7
CCCCCCCCCCCCn1ccc(=N)cc1
 : -4.2	-6.9	6.5	-2.1	0.9	3.7	-9.6	3.9	3.1	2.7
CCOC(=O)c1ccc(N2C(=O)CC(N3CC=C(c4ccc(F)cc4)CC3)C2=O)cc1 (stereo not drawn)
 : -4.4	-3.4	1.8	10.2	-19.6	-6.5	1.4	-4.4	-14.0	-4.5
NP(=O)(OCCCc1ccccc1)Oc1ccc(Cl)cc1 (stereo not drawn)
 : -12.7	-1.0	10.3	1.5	0.8	1.7	-5.1	48.5*	1.4	-0.6
O=[N+]([O-])c1cc([As](=O)(O)O)ccc1O
 : -11.5	-1.7	-10.2	1.9	3.5	2.8	5.2	-2.6	6.0	-6.8
CCOC(=O)c1c(N)n(CCN2CCOCC2)c2nc3ccccc3nc12
 : -10.1	-2.5	i	7.5	i	-0.2	-21.0	5.1	i	i
C=CC[N+]1(C)C2CCC1CC(O)C2 (stereo not drawn)
 : 2.3	-6.5	-1.9	-3.0	-3.9	1.3	7.0	-2.7	0.4	-0.8
CC[C@H](C(N)=O)N1CCCC1=O
 : /	-2.0	2.3	2.3	4.3	-7.3	/	-0.7	1.4	-0.2
O=C(CSc1ccccc1)N1CCC2(CC1)OCCO2
 : 9.6	-1.4	3.1	0.7	2.5	4.1	-0.5	7.1	2.8	1.4
Cn1c(O)c(C=NCCc2c[nH]c3ccccc23)c(=O)n(C)c1=O
 : 3.4	-3.4	-13.0	-6.2	2.4	-3.5	-5.4	-6.8	-0.7	-3.2
O=C(NCC(c1cccnc1)N1CCN(c2ccc(F)cc2)CC1)Oc1ccccc1 (stereo not drawn)
 : -24.9	-8.2	3.5	-15.8	6.5	-3.4	1.4	-2.1	0.5	2.1
C[C@@H]1O[C@@H](O[C@@H]2C=C3CCC4C(CC[C@]5(C)[C@@H](c6ccc(=O)oc6)CC[C@]45O)[C@@]3(C)CC2)[C@H](O)[C@H](O)[C@H]1O (stereo partly drawn)
 : -10.8	-5.8	-9.6	2.2	3.7	-1.0	3.6	0.6	0.0	-7.1
CC(C)OC12Oc3ccccc3C=C1N1CCC2CC1 (stereo not drawn)
 : -14.2	-2.2	-2.7	6.1	-6.3	-7.6	6.2	1.2	-6.0	-0.6
CN=C(SCC(=O)c1cccc(Cl)c1)c1c(O)n(C)c(=O)n(C)c1=O
 : -5.9	2.5	-0.2	3.7	-2.6	6.2	-8.3	-2.3	2.5	3.6
CCc1ccccc1NC(=O)CNCc1ccccc1
 : -1.1	3.4	-2.8	-0.4	-0.4	3.9	-2.0	-1.8	-1.8	-5.7
C[C@]12CC[C@@H](O)CC1=CCC1C2CC[C@@]2(C)C1C[C@@H](F)[C@@H]2O (stereo partly drawn)
 : -7.8	3.4	-2.5	5.1	-2.0	-5.7	2.7	3.5	-0.1	-3.1
O=C(Nc1ccc(Cl)cc1C(=O)c1ccccc1)c1ccc(Br)o1
 : -1.5	0.0	-0.8	-7.9	-1.4	0.8	-0.4	-8.3	-0.2	1.9
CCc1cc(=O)oc2cc(OCC(=O)N3C[C@H]4C[C@@H](C3)c3cccc(=O)n3C4)ccc12
 : 5.9	1.8	-47.9	2.9	-3.3	-5.1	10.3	5.4	1.8	-13.0
COc1ccc(CC(=O)N(C)C2CCCN(Cc3ccccc3F)C2)cc1OC (stereo not drawn)
 : -9.8	-3.1	7.1	-10.1	-1.7	3.5	7.7	0.2	-2.1	-1.6
COc1cc2c(cc1OC)C(C1c3cc4c(cc3CCN1C)OCO4)OC2=O (stereo not drawn)
 : 5.3	-9.5	-12.0	-0.2	-23.9	0.3	7.5	-1.9	-13.7	-5.7
O=c1[nH]c2ccccc2n1C1CCN(C(c2nnnn2C2CCCCC2)C2CC2)CC1 (stereo not drawn)
 : 2.9	1.3	-20.2	-8.2	-4.1	-0.2	-4.4	4.3	0.0	-1.0
O=C1NCN(c2ccccc2)C12CCNCC2
 : 1.3	-2.0	5.6	2.4	0.3	-2.3	4.9	-0.3	5.2	-2.3
CN(C)CCNC(=O)c1cccn(Cc2cccc(C(F)(F)F)c2)c1=O
 : -7.8	-2.1	-70.0	11.6	-2.6	1.7	12.2	7.4	-2.0	-20.3
CC(=O)OC1CCC2(C)C(CCC3C4CC(N5CC5)C(C(C)=O)C4(C)CC(=O)C32)C1 (stereo not drawn)
 : 4.4	-5.5	-6.9	2.9	3.0	-3.7	8.9	-4.4	-2.4	-3.6
O=c1[nH]c2ccccc2n1C1CCN(C(c2cccc3ccccc23)c2nnnn2Cc2ccccc2)CC1 (stereo not drawn)
 : 0.9	4.8	18.0	-0.3	2.3	-4.0	2.1	-11.8	2.4	6.1
CN1C(=O)N(C)C(=O)C2(Cc3cc(NC(=O)c4ccccc4)ccc3N3CCCC32)C1=O (stereo not drawn)
 : 1.5	-2.4	-16.9	20.5	-79.0	-2.9	-11.3	3.6	-48.8	-4.7
COC(=O)c1cn(C(=O)c2cccc3ccccc23)c2ccccc12
 : 6.8	1.9	-1.0	-5.1	-5.2	-0.8	-6.4	-15.3	1.1	-0.2
COC(=O)C1=C(c2ccccc2)C[C@@H]2CC[C@H]1N2C(=O)NC(C)C
 : 9.0	-0.4	-10.8	0.5	1.7	-3.8	7.5	-0.6	0.5	-3.9
CC(=NCc1ccco1)c1c(O)n(-c2ccc(C)cc2)c(=O)[nH]c1=O
 : 3.5	5.4	2.0	-4.3	-7.0	10.1	15.8	2.0	1.8	0.5
O=c1[nH]c(=S)n(Cc2ccc(F)cc2)c(O)c1/C=N/N1CCCCC1
 : 1.7	0.7	-3.8	-3.8	-14.7	-2.2	-2.2	4.4	-7.1	1.0
CN(Cc1ccccc1)Cc1ccccc1OC(=O)N(C)C
 : -1.5	6.1	-9.4	-7.9	4.8	-1.6	16.1	-5.7	1.9	-3.4
COc1ccc(N2C(=O)/C(=C/c3ccc(C)o3)C(=O)NC2=S)cc1
 : 4.6	-4.3	-12.1	9.5	-20.4	3.0	-8.1	7.0	-9.3	-7.9
CCCCn1nnnc1C(c1ccnc2ccccc12)N1CCC2(CC1)C(=O)NCN2c1ccccc1 (stereo not drawn)
 : -13.1	1.6	-27.8	9.8	-11.5	6.1	-6.0	3.2	-10.0	-7.8
C[C@H]1CN([C@@H](C)CO)C(=O)CCCn2nncc2CO[C@H]1CN(C)C(=O)Oc1ccccc1
 : 7.2	-4.7	-3.6	-2.1	1.7	6.6	-2.1	-2.7	2.7	-1.8
CC12CCCCC1N(O)CN2O (stereo not drawn)
 : -7.2	-1.1	-1.8	11.3	-2.4	10.8	-15.7	1.3	1.2	-3.5
CC(=NCc1ccc2c(c1)OCO2)c1c(O)n(-c2ccc(C)cc2)c(=O)[nH]c1=O
 : 9.8	0.1	-6.0	-3.2	-5.3	-0.2	-7.4	0.6	-2.9	-2.1
CCN(CCNc1ccc([N+](=O)[O-])c2cccnc12)S(=O)(=O)c1ccccc1
 : 3.4	2.4	-9.6	-0.1	-1.2	6.3	5.7	2.2	-1.5	-2.2
COC(=O)C1=C(c2ccc(OCc3ccccc3)cc2)C[C@@H]2CC[C@H]1N2C(=O)NCc1ccc(Cl)cc1
 : 3.1	0.9	-1.2	6.2	-2.8	1.2	5.9	-3.5	1.9	-5.4
CCCCCn1c(=O)c(C(=O)NCc2ccccc2Cl)c(O)c2ccccc21
 : 11.1	2.7	-8.6	0.1	-6.4	5.1	1.6	-2.2	4.6	-7.2
CC#CP(=O)(OCC)C(O)(c1ccccc1)C(F)(F)F (stereo not drawn)
 : -1.3	9.2	-1.2	4.1	4.0	1.9	-12.8	-8.2	2.1	-2.5
CCC(=NCc1cccnc1)c1c(O)n(C2CCCCC2)c(=O)[nH]c1=O
 : 8.4	4.0	-14.2	4.0	-1.7	-4.5	-7.4	1.9	-4.1	-3.5
CCCNC(=O)N1[C@H]2CC[C@@H]1C(C(=O)OC)=C(c1ccc(-c3ccccc3)c(F)c1)C2
 : 3.8	-10.3	25.6*	-16.1	4.4	-0.2	8.5	-5.0	3.9	16.3*
CNC(C)Cc1ccccc1Sc1ccc(O)cc1 (stereo not drawn)
 : 1.1	6.6	6.3	-18.5	9.7	-5.7	-3.4	1.5	8.1	2.8
Cc1ccc(C)c(NC(=O)CSc2nnc([C@@H](N)Cc3c[nH]c4ccccc34)o2)c1
 : 10.3	-4.1	-2.5	-1.3	-7.1	-0.5	8.6	1.3	-4.6	0.9
CCCCc1ccc(C(=O)O)nc1
 : -1.8	-5.6	-3.3	12.2	4.8	-2.2	-1.8	5.5	1.9	-2.7
O=C1NC(=O)N(Cc2ccccc2)C(=O)/C1=C/C=C/c1ccco1
 : 8.3	-6.5	-9.3	9.1	-45.0	0.3	0.9	-9.5	-23.7	-3.7

Entries of single compounds, quoted from the list:
CCCNC(=O)N1[C@H]2CC[C@@H]1C(C(=O)OC)=C(c1ccc(-c3ccccc3)c(F)c1)C2 in the list: ASAP1 GAP inh = 3.8; DDE Tn7 FP inh = -10.3; ADAM10 inh = 25.6*; TDP2 inh = -16.1; PLCb3 inh = 4.4; DDE Tn6 FP inh = -0.2; ARFGAP1 inh = 8.5; SIAE inh = -5.0; PLCg1 inh = 3.9; ADAM17 inh = 16.3*
CCC(=NCc1cccnc1)c1c(O)n(C2CCCCC2)c(=O)[nH]c1=O in the list: ASAP1 GAP inh = 8.4; DDE Tn7 FP inh = 4.0; ADAM10 inh = -14.2; TDP2 inh = 4.0; PLCb3 inh = -1.7; DDE Tn6 FP inh = -4.5; ARFGAP1 inh = -7.4; SIAE inh = 1.9; PLCg1 inh = -4.1; ADAM17 inh = -3.5

Assay outcomes (PubChem BioAssay)

These rows are one share of the data; rates above refer to the full screens.
